Screens from PubChem BioAssay.
bIAP activator: intestinal alkaline phosphatase (bovine) activation; AID 1016; purified bovine IAP, CDP-star luminescence, 30 min; active compounds read high; fold of DMSO-control signal, blank-subtracted; activation factor at 20 µM; 0.17% of 200,000 active;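 active = activation factor of 2 or more at 20 µM, a signal rise over negative controls twice the positive control's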
TR-FRET SRC-2 ct: flags TR-FRET format artefacts in PPARgamma SRC-2 recruitment agonist screen. TR-FRET artefact counter-screen; active compounds read high. TR-FRET ratio at 8 µM. 0.4% of 200,000 active. AID 1049; in the data active = TR-FRET ratio above about 2000; note: inactives centre near 1500
PPARg SRC-1 ag: PPARgamma-driven SRC-1 recruitment agonism. P37231. PPARgamma-SRC-1 coactivator recruitment biochemical assay. activation, % at 8 µM. 0.41% of 200,000 active; in the data active = activation above about 19%;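 note: 0% = DMSO and 100% = reference agonist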
TNAP act hi DEA: activators of human TNAP at high phosphate acceptor concentration | purified TNAP, CDP-star luminescence, 1 M DEA, 30 min; active compounds read high; 0 = EDTA background, 1 = DMSO-only activity | activation factor at 20 µM | P05186 | 200,000 tested, under 10 active | AID 1136;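 active = activation factor at least 2 at 20 µM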
Target sequence (P05186 whole entry, looked up): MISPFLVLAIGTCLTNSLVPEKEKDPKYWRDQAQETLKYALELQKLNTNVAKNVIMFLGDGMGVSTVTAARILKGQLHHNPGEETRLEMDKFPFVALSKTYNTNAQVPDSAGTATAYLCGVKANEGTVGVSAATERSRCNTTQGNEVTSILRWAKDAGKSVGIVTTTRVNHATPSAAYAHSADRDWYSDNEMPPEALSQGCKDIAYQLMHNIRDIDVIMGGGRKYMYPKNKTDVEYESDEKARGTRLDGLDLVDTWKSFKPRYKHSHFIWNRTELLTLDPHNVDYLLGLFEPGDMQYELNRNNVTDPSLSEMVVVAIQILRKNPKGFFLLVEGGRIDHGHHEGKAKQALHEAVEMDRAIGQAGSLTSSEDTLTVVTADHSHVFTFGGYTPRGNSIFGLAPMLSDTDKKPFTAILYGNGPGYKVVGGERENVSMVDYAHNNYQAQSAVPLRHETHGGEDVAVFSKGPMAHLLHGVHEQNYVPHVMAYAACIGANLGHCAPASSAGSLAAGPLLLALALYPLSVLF
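Control set: EDTA negative control, DMSO positive control / Assay system: human TNAP / Quantity: TNAP 1/800 final / Evaluation: TNAP activation factor scaled between EDTA and DMSO control wells / Measured by: luminescent substrate turnover signal / Compound dosing: one dose, 20 µM / Times: 30 min enzyme reaction at room temperature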
bIAP inhibitor: intestinal alkaline phosphatase (bovine) inhibition. purified bovine IAP, CDP-star luminescence, 30 min. inhibition, % at 20 µM. 190,000 tested, under 10 active. AID 1019;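 active = over 50% inhibition of intestinal alkaline phosphatase at 20 µM in the single-dose screen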
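Assay system: bovine IAP enzyme; medium: DEA buffer 100 mM, pH 9.8, with MgCl2 1.0 mM, ZnCl2 0.02 mM; doses: 20 µM single dose; incubation: enzyme reaction for 30 min at room temperature; detection: CDP-star luminescence signal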
TNAP inh hiacc: TNAP (human) inhibition, high acceptor; P05186; purified TNAP, CDP-star luminescence, 1 M DEA; inhibition, % at 20 µM; 0.03% of 200,000 active;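 active = over 50% inhibition of tissue-nonspecific alkaline phosphatase at 20 µM in the single-dose screen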;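 note: plate controls were DMSO wells for no effect and EDTA-quenched wells as full inhibition for full effect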
PPARg SRC2 recr: PPARgamma-driven SRC-2 recruitment agonism; 0.34% of 200,000 active; activation, % at 8 µM; PPARgamma LBD-SRC-2 recruitment, biochemical; P37231; in the data active = activation above about 22%;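 note: 0% = vehicle and 100% = reference agonist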
TNAP inh noacc: blocks human TNAP activity with no phosphate acceptor present. P05186. purified TNAP, CDP-star luminescence, 30 min. inhibition, % at 20 µM. 0.26% of 200,000 active. AID 1012;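 active = tissue-nonspecific alkaline phosphatase inhibition above about 50% at 20 µM in the single-dose screen, limit read from the data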;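 note: 0% = DMSO negative control and 100% = EDTA positive control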
PPARg SRC3 recr: agonists of human PPARgamma SRC-3 coactivator recruitment. P37231. 0.26% of 200,000 active. biochemical PPARgamma/SRC-3 coactivator recruitment assay. AID 731. activation, % at 8 µM; in the data active = activation above about 23%;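 note: 0% = DMSO and 100% = reference agonist; some compounds past the cut are filed as inactive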
Efa HMGR inh: blocks class II HMG-CoA reductase of Enterococcus faecalis | inhibition, % at 10 µM | purified E. faecalis HMGR, NADPH absorbance 340 nm kinetic | 0.41% of 190,000 active;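 active = inhibition above a set limit, the median over all tested compounds plus 3 SD, cut at about 9.5% in these data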;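 note: enzyme runs in reverse so mevalonate oxidation gives rising NADPH absorbance; 0% = complete reaction with DMSO and 100% = background rate lacking mevalonate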
An asterisk follows results filed as active; · = no result given.

SMILES	bIAP activator	TR-FRET SRC-2 ct	PPARg SRC-1 ag	TNAP act hi DEA	bIAP inhibitor	TNAP inh hiacc	PPARg SRC2 recr	TNAP inh noacc	PPARg SRC3 recr	Efa HMGR inh
O=S(=O)(Nc1ccc2c(c1)OCCO2)c1cccc2cccnc12	0.9	1637	11	1	10	-2	12	-11	16	1
O=C(NCCCO)C(=O)NCc1ccccn1	1.3	1541	0	1	-26	-4	5	-7	2	-2
Cc1nc(NCCc2ccc(F)cc2)c(C#N)c(C)c1[N+](=O)[O-]	0.9	1695	3	0.9	7	5	3	3	1	-8
O=c1cc(N2CCCCC2)[nH]c(=O)n1C1CCCCC1	1	1573	-7	1	4	-2	-3	-6	-1	-1
CCCS(=O)(=O)N1CCCC(C(=O)NCCCN(C)Cc2ccccc2)C1 (centres undefined)	1	1578	2	1	-2	-1	5	-5	-4	1
COc1cccc(CNC(=O)c2cc3oc4ccccc4c3n2C)c1OC	1	1796	2	1	1	-3	5	-13	9	1
Cc1ccc(C(=O)C(OC(=O)CNS(=O)(=O)c2ccccc2)c2ccccc2)cc1 (centres undefined)	0.9	1314	6	1	14	-5	-6	-2	0	-5
CCn1cc(C(=O)NCc2ccco2)c2cc(OC)c(OC)cc2c1=O	1	1583	7	1	-1	-2	6	-11	-2	-2
O=C(O)c1ccc2c(c1)C(=O)N(N1C(=O)c3ccccc3C1=O)C2=O	0.8	1533	-1	1	23	-3	0	-20	-3	-1
c1ccc(CNc2ccc(CNc3ncn[nH]3)cc2)cc1	0.9	1422	1	1	9	2	-9	-10	-8	0
CN(C)CCNC(=O)c1cccc(NS(=O)(=O)c2ccc(Cl)c(Cl)c2)c1	1	1486	8	1	3	4	4	-3	0	6
CN(Cc1nc2ccccc2c(=O)[nH]1)c1ccccc1	0.9	1509	-7	1	8	0	-3	-5	1	-3
Nc1nc(-c2ccc(-c3ccccc3)cc2)cs1	1.2	1322	-5	1	-17	-2	0	-16	3	-1
COC(=O)Cc1c(C(=O)OC)nnn1-c1ccc(OC(F)(F)F)cc1	1.1	1836	5	1	-11	-1	17	-7	8	-3
COc1ccc(C(=O)NCC(=O)N2CCC(C)CC2)cc1OC	1	1511	8	1	0	-4	-2	-14	-4	-1
COc1ccccc1N1CCN(C(=O)CSc2ncccc2-c2nc3ccccc3[nH]2)CC1	1.1	1813	2	1.1	-12	-9	8	-16	8	-3
COc1ccc(OC)c(/C=N/NC(=O)CSc2nnc(C)n2-c2ccccc2)c1	0.9	1395	-3	1	6	0	3	-6	-11	0
O=C(NC(=S)Nc1ccc(S(=O)(=O)Nc2nccs2)cc1)c1ccc(F)cc1	1	1626	7	1	4	4	7	6	9	-3
O=C(Cc1cccs1)N/N=C/C=C\c1ccccc1[N+](=O)[O-]	0.9	1730	4	1	7	-2	4	-15	2	1
CC1=C(C(=O)OC(C)C)C(c2cccnc2)C2=C(CCCC2=O)N1 (centres undefined)	1.1	1621	5	1.1	-7	-6	3	-14	10	0
Cc1cccc(Cn2c(CN3CCN(Cc4ccccc4)CC3)nc3c2c(=O)[nH]c(=O)n3C)c1	1.2	1656	0	0.9	-16	8	2	3	2	2
CC(C)(C)c1cnnn1-c1ccc(C=O)cc1	0.8	1379	-6	1	19	-2	-7	-10	6	0
Cc1cc(-c2ccccc2)nc(N(C)NC(=O)c2cccc(C(F)(F)F)c2)c1S(C)(=O)=O	0.9	1581	3	1	11	-2	10	-8	0	0
Cc1cccc(-n2nnnc2SCC(=O)N(CC(C)C)c2c(N)n(CC(C)C)c(=O)[nH]c2=O)c1	1	1723	-1	1.1	-2	-6	2	-22	7	-13
CC1Cc2ccccc2N1C(=O)COC(=O)Cn1cnc2ccccc2c1=O (centres undefined)	1	1676	2	1	2	-4	3	-17	6	-9

(more compounds)
SMILES	bIAP activator	TR-FRET SRC-2 ct	PPARg SRC-1 ag	TNAP act hi DEA	bIAP inhibitor	TNAP inh hiacc	PPARg SRC2 recr	TNAP inh noacc	PPARg SRC3 recr	Efa HMGR inh
CCOC(=O)N1CCN(c2ccc(C(C)=O)cc2F)CC1	1.1	1437	-5	1	-6	0	-4	4	-2	-4
C=CCN1C(=O)/C(=C\c2ccc(Cl)cc2)N=C1SCC(=O)NC1CCCCC1	0.7	1425	7	1	35	-3	2	-17	-2	-2
CCOC(=O)N1CCN(c2nc(-c3ccco3)cc(C(F)(F)F)n2)CC1	1	1451	7	1	2	-2	-2	2	-1	-4
COC(=O)c1sccc1NC(=O)CSc1cc(Cl)ccc1Cl	0.7	1779	7	1	28	-2	8	-4	3	-9
O=C(NCCCn1ccnc1)Nc1cccc(Cl)c1	1.1	1726	3	1	-6	3	5	-11	1	-2
COc1cc(C(C[N+](=O)[O-])c2c(C)[nH]c3ccccc23)cc(OC)c1OC (centres undefined)	0.9	1572	2	1	6	1	5	0	-8	-1
COc1ccc(/C=N\NC(=O)c2c(C)nc3ccc(Br)cn23)cc1	0.9	1509	0	1	8	-1	-5	-6	-1	-5
COC(=O)c1scc(C)c1NC(=O)Cc1ccccc1	1	1586	-2	1	1	-2	7	-7	0	-5
Cc1ccc(NC(=O)c2ccccc2)cc1OC(=O)c1ccccc1	1	1501	-1	1	-2	-1	12	-5	1	-3
Cc1[nH]c2ccc(-c3nnc(SCC(=O)c4ccccc4F)o3)cc2c1C	1	1474	7	1	4	-1	10	-2	-8	0
COc1ccc(NC(=O)C(NS(=O)(=O)c2ccc3c(c2)CCCN3C(C)=O)C(C)C)c(OC)c1 (centres undefined)	1	1543	2	1	-1	-2	5	-6	-5	3
Cn1/c(=N/NC(=O)c2ccccc2F)sc2ccccc21	1	1528	4	1	-2	-1	3	-9	1	-8
CC(C(=O)NC1CCCC1)N(C(=O)c1ccc(-c2ccccc2)[nH]1)c1ccccc1F (centres undefined)	1	1417	-8	1	4	-1	-5	2	-5	3
Cc1cccc(NC(=O)c2cc(N3C(=O)CCC3=O)ccc2Cl)n1	1	1521	-2	1	-3	1	8	-3	13	-9
O=C(c1ccccc1)N1CCN(Cc2ccccc2Br)CC1	1	1536	2	1	-3	-4	2	-4	8	1
COc1ccc(S(=O)(=O)NCC2CCCN(Cc3ccccc3C)C2)cc1 (centres undefined)	1.1	1863	5	1.1	-12	-6	3	-8	7	-7
COc1ccc(CC(=O)Nc2nc3n(n2)C(c2ccccc2)CC(=O)N3)cc1OC (centres undefined)	1.2	1439	-1	1	-17	1	0	-8	-3	2
Cc1ccc(NC2=Nc3ccccc3N3C2=Nc2c(c(C)nn2-c2ccccc2)C3c2ccc(O)c(O)c2)cc1 (centres undefined)	1	1498	1	1	3	3	4	-4	0	-6
CCn1cc(C(=O)NCc2ccc(OC)cc2OC)c(=O)c2ccc(C)nc21	0.9	·	·	1	7	-2	·	-5	·	·
O=C(COc1ccccc1)N/N=C/c1ccc([N+](=O)[O-])o1	0.9	1645	10	0.9	8	10	3	6	-4	-6
COC(=O)c1ccccc1NC(=O)Cn1nnc(-c2ccc(OC)cc2)n1	0.9	1554	-3	1	14	-4	4	-9	10	6
COc1ccc(CCn2c(=O)c3cccnc3n(Cc3ccc([N+](=O)[O-])cc3)c2=O)cc1OC	1.2	1841	14	1	-21	-4	8	-8	7	-7
CCOC(=O)CNC(=O)c1c2c(nc3ccccc13)CCCC2	0.9	1546	4	1	8	-1	4	-6	0	-6
CCN(CC(=O)NC(C)C)C(=O)Cc1ccc(C)c(C)c1	1.2	1453	1	1	-21	2	2	-10	1	3
COc1cccc(CNC(=O)CSc2ccc(-c3cccs3)nn2)c1	1	1633	6	1	1	-4	1	-14	2	1
CCOC(=O)N1CCN(CC(O)COc2cc(C)ccc2C(C)C)CC1 (centres undefined)	1	1356	0	1	3	-2	1	-13	-2	-3

In the list so far, nine have fluorine:
SMILES	bIAP activator	TR-FRET SRC-2 ct	PPARg SRC-1 ag	TNAP act hi DEA	bIAP inhibitor	TNAP inh hiacc	PPARg SRC2 recr	TNAP inh noacc	PPARg SRC3 recr	Efa HMGR inh
Cc1nc(NCCc2ccc(F)cc2)c(C#N)c(C)c1[N+](=O)[O-]	0.9	1695	3	0.9	7	5	3	3	1	-8
COC(=O)Cc1c(C(=O)OC)nnn1-c1ccc(OC(F)(F)F)cc1	1.1	1836	5	1	-11	-1	17	-7	8	-3
O=C(NC(=S)Nc1ccc(S(=O)(=O)Nc2nccs2)cc1)c1ccc(F)cc1	1	1626	7	1	4	4	7	6	9	-3
Cc1cc(-c2ccccc2)nc(N(C)NC(=O)c2cccc(C(F)(F)F)c2)c1S(C)(=O)=O	0.9	1581	3	1	11	-2	10	-8	0	0
CCOC(=O)N1CCN(c2ccc(C(C)=O)cc2F)CC1	1.1	1437	-5	1	-6	0	-4	4	-2	-4
CCOC(=O)N1CCN(c2nc(-c3ccco3)cc(C(F)(F)F)n2)CC1	1	1451	7	1	2	-2	-2	2	-1	-4
Cc1[nH]c2ccc(-c3nnc(SCC(=O)c4ccccc4F)o3)cc2c1C	1	1474	7	1	4	-1	10	-2	-8	0
Cn1/c(=N/NC(=O)c2ccccc2F)sc2ccccc21	1	1528	4	1	-2	-1	3	-9	1	-8
CC(C(=O)NC1CCCC1)N(C(=O)c1ccc(-c2ccccc2)[nH]1)c1ccccc1F (centres undefined)	1	1417	-8	1	4	-1	-5	2	-5	3

A run of entries from further up, as a working copy:
SMILES	bIAP activator	TR-FRET SRC-2 ct	PPARg SRC-1 ag	TNAP act hi DEA	bIAP inhibitor	TNAP inh hiacc	PPARg SRC2 recr	TNAP inh noacc	PPARg SRC3 recr	Efa HMGR inh
CCOC(=O)N1CCN(c2ccc(C(C)=O)cc2F)CC1	1.1	1437	-5	1	-6	0	-4	4	-2	-4
C=CCN1C(=O)/C(=C\c2ccc(Cl)cc2)N=C1SCC(=O)NC1CCCCC1	0.7	1425	7	1	35	-3	2	-17	-2	-2
